MEKK2mut PB1 HTS = signal of MEK5 binding to mutant human MEKK2 PB1 domain; AID 1530; 290,000 compounds, 0.35% hits; bead flow cytometry, Alexa488-MEK5 binding to MEKK2 mutant; percent response, % at 10 µM; in the data active means percent response above about 24%, passing the limit was not always enough; further: inactives centre near 1; some results filed as inactive read as strong as hits
OXTR potentiate = human OXTR potentiation; activation, % at 3 µM; P30559; CHO-OTR cells, Fluo-8 calcium fluorescence, potentiator mode; 0% = oxytocin EC15, 100% = EC100; 320,000 compounds, 0.061% hits;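 active means activation above that plate's cutoff, the mean activation of tested compounds plus 3 SD, cut at about 6.6% in these data, passing the limit was not always enough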;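 further: 100% uses oxytocin at 75 nM as the full agonist control; some results filed as inactive read as strong as hits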
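System: human OTR in CHO cells / Also added: sub-maximal oxytocin, roughly EC15 / Control set: EC15 oxytocin low, 75 nM oxytocin high / Schedule: 6 min compound pre-incubation at room temperature, 100 s kinetic read / Compound: single-point 3.0 µM / Replication: singlicate / Technique: Fluo-8 calcium dye fluorescence / Read-out basis: % activation of max/min ratio relative to oxytocin controls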
OXTR ag = agonists of human oxytocin receptor. P30559. activation, % at 3 µM. CHO-OTR cells, Fluo-8 calcium fluorescence; normalized: DMSO 0%, oxytocin 100%. 320,000 compounds, 0.32% hits;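 active means activation above the mean of all tested compounds plus 3 SD, cutoff set per screening run, cut at about 20% in these data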;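 further: peak over basal fluorescence ratio from a 100 s FLIPR kinetic read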
GPR7 antagonist = human neuropeptides B/W receptor 1 antagonism | P48145 | GPR7-expressing cells, fluorescence antagonist assay | inhibition, % at 4.4 µM | 290,000 compounds, 1.1% hits; in the data active means inhibition above about 16%, passing the limit was not always enough;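 further: cells stimulated with the agonist NPW; 0% = agonist with vehicle and 100% = vehicle without agonist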
Target sequence (P48145 whole entry, looked up): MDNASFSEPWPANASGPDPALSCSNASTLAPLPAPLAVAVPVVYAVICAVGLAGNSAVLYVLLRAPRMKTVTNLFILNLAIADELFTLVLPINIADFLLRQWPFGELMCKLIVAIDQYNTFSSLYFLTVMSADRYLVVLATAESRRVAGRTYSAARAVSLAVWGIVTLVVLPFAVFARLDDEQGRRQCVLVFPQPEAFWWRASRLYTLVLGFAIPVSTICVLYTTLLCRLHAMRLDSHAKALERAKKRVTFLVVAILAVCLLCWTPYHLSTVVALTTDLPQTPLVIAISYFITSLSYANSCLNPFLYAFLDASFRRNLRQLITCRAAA
NALP1 inh = NALP1 inhibition; S. cerevisiae NALP1/ASC/caspase-1 growth, X-gal OD620, 72 h; inhibition, % at 10 µM; 280,000 compounds, 0.61% hits; in the data active means inhibition mostly above about 24%, no sharp cut-off; inactive means mostly below about 32%; further: some compounds called inactive have numbers as strong as hits
V1R ag counter = activates human V1a receptor in oxytocin agonist counter-screen | P37288 | CHO-V1R cells, Fluo-8 calcium fluorescence, agonist mode; 0% DMSO, 100% 3 nM vasopressin | activation, % at 3 µM | 320,000 compounds, 0.25% hits;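 active means activation above the mean activation of all tested compounds plus 3 SD, per screening run, cut at about 20% in these data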;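 further: signal is peak over basal fluorescence ratio across a 100 second FLIPR read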
Target sequence (P37288 whole entry, looked up): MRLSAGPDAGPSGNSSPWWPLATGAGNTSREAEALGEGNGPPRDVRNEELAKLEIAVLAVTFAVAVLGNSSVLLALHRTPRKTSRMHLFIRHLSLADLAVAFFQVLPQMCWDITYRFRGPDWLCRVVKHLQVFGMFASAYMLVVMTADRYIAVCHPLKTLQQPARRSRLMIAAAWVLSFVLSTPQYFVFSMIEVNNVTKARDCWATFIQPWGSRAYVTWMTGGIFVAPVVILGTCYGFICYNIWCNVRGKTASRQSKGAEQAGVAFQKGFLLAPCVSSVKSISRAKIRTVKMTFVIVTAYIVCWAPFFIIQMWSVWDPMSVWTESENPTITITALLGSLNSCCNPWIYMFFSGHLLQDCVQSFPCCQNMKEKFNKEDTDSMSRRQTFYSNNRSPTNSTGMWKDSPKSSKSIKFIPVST
GalR3 antagonist = antagonists of human GalR3 | O60755 | 360,000 compounds, 0.44% hits | HEK293 GalR3-CNG cAMP membrane potential fluorescence; galR3 body fused to GalR1 C-terminus | inhibition, % at 3 µM;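 active means inhibition above the screen-wide average plus 3 SD, cut at about 13% in these data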;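 further: forskolin and galanin both at EC90 stimulate the cells; cAMP rise reported by CNG channel membrane potential dye signal; 0% = forskolin plus galanin with DMSO and 100% = forskolin alone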
Target sequence (O60755 1-299 limits assumed): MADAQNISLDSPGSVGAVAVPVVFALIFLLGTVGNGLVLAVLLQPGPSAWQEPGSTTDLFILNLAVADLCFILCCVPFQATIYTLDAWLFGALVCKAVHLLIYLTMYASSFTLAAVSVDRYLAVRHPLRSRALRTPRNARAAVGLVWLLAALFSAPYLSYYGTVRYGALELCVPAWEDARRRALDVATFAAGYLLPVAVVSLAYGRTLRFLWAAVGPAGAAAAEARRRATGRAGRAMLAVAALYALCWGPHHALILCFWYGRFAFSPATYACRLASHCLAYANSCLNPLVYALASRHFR
M18AAP inhibitor = blocks P. falciparum M18 aspartyl aminopeptidase; AID 1822; inhibition, % at 7.35 µM; 290,000 compounds, 1.2% hits; recombinant PfM18AAP, H-Glu-NHMec fluorogenic cleavage;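 active means inhibition above the campaign mean inhibition over all tested compounds plus 3 SD, cut at about 28% in these data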;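 further: 0% = plate median of test compound wells and 100% = 2 mM ZnCl2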
MEKK2wt PB1 HTS = raises or lowers MEK5 binding to wildtype human MEKK2 PB1 domain | Q9Y2U5 | bead flow cytometry, Alexa488-MEK5 binding to MEKK2 WT; actives lie on both sides | binding response (% of control), % at 10 µM | 290,000 compounds, 1.1% hits; in the data active means binding response below about 67% or above about 130%
Starred values were filed as active, the others as inactive; . = not tested or not shown.

Each structure is followed by: MEKK2mut PB1 HTS, OXTR potentiate, OXTR ag, GPR7 antagonist, NALP1 inh, V1R ag counter, GalR3 antagonist, M18AAP inhibitor, MEKK2wt PB1 HTS
CCCCCc1ccc(CC(=O)O)cc1
 : ., -1.2, 0.3, 9.4, -6.6, 2.0, -3.1, 8.4, .
CCOC(=O)c1cnc2ccc(OC)cc2c1Nc1ccc(N2CCN(C)CC2)cc1
 : 9.0, ., ., 17.1, 13.6, ., -8.0, -7.0, 125.0
Cc1cc(C)cc(OCC(=O)OCC(=O)c2cc(C)n(C3CC3)c2C)c1
 : -5.0, -6.7, -0.8, 7.5, 20.2, 1.1, -0.8, 19.2, 104.0
O=C(NNC(=O)c1cccc2ccccc12)c1ccc2c(c1)OCO2
 : 4.0, -4.8, -0.2, -7.1, 0.5, 0.9, -4.7, 9.8, 106.0
O=C(Cn1nnc(-c2ccccc2Cl)n1)Nc1cccc(S(=O)(=O)N2CCCC2)c1
 : ., -8.9, 8.8, ., ., 8.9, -7.0, ., .
CC(NC(=O)c1cccs1)c1ccc(Cl)cc1 (stereo unspecified)
 : ., -7.2, -1.2, ., ., 1.3, -5.5, ., .
Cc1ccc(NCC(=O)N/N=C\c2cccc(O)c2)cc1
 : -5.0, -6.7, 1.8, 9.9, 1.3, 1.7, -3.0, 3.1, 96.0
CCOC(=O)C1CCN(c2ccc(C(N)=O)cc2[N+](=O)[O-])CC1
 : 0.0, -6.2, 6.6, 0.7, 17.3, 3.8, -3.8, -1.1, 104.0
O=Cc1cccn1-c1sc2c(c1C(=O)O)CCCC2
 : -2.0, 2.6, 0.3, 6.2, 14.8, 1.8, -2.6, 0.6, 95.0
Cc1cc(=O)[nH]c(=S)n1-c1ccccc1
 : 0.0, 5.3, 0.4, -13.7, 12.2, 1.0, -4.1, 3.8, 101.0

Next records:
Each structure is followed by: MEKK2mut PB1 HTS, OXTR potentiate, OXTR ag, GPR7 antagonist, NALP1 inh, V1R ag counter, GalR3 antagonist, M18AAP inhibitor, MEKK2wt PB1 HTS
CC(C)C(=O)NC(c1ccccc1Cl)c1c(O)ccc2ccccc12 (stereo unspecified)
 : 1.0, -8.3, -0.4, 14.7, 1.8, -0.7, ., 7.0, 99.0
CC(C)c1cccc(C(C)C)c1OC(=O)[C@H]1OC(C(C)(C)C)=C[C@@H]1c1ccccc1
 : ., -4.5, 0.3, ., ., -0.4, 8.3, ., .
Cc1[nH]c(C)c(S(=O)(=O)N2CCCCC2)c1C(=O)N1CCCC1
 : -2.0, 0.5, 0.0, -15.2, 15.8, 1.1, -7.4, -0.6, 95.0
O=C(O)c1cc(-c2ccc3ccccc3n2)nc2ccccc12
 : 5.0, -3.7, 0.8, -13.3, 20.0, 0.5, -12.0, -6.9, 108.0
O=C(Nc1cccc(Cl)c1)c1ccccc1NC(=O)C1CCCCC1C(=O)O (stereo unspecified)
 : 1.0, ., ., -11.8, 11.9, ., -9.6, 0.5, 105.0
COc1cccc2[nH]c3c(N4CCCCC4)ncnc3c12
 : 8.0, -2.1, 0.6, -3.8, 12.7, -0.6, 96.4*, 8.7, 113.0
Cc1cc(Oc2ccc(N)cn2)cc(C)c1Cl
 : -2.0, -1.1, -2.3, -5.6, -1.7, 0.8, -3.0, -1.5, 99.0
Cn1c(CNC(=O)Cc2ccc3c(c2)OCO3)nnc1SCc1ccccc1
 : 3.0, -1.8, -1.3, -15.2, 2.7, -1.0, -7.2, 1.7, 108.0
CC(C)(Oc1ccc(Cl)cc1)C(=O)Nc1c2c(nn1C(C)(C)C)CS(=O)(=O)C2
 : ., -3.5, -2.5, ., ., -1.4, -5.0, ., .
CN(CC(=O)Nc1ccccc1C(=O)NC1CC1)Cc1ccc(N(C)C)cc1
 : ., 4.9, 0.3, ., ., -0.1, -2.3, ., .

Continuation:
Each structure is followed by: MEKK2mut PB1 HTS, OXTR potentiate, OXTR ag, GPR7 antagonist, NALP1 inh, V1R ag counter, GalR3 antagonist, M18AAP inhibitor, MEKK2wt PB1 HTS
COC(=O)c1c(N)sc(C(=O)N2CCOCC2)c1C
 : 5.0, 1.2, 0.6, 3.1, 0.3, -0.3, -2.0, -5.8, 105.0
O=C(NCCc1ccccn1)c1cccc(S(=O)(=O)N2CCCCCC2)c1
 : -5.0, -9.0, -0.8, 1.6, 24.2, 0.2, 0.0, 6.3, 92.0
O=C(Nc1ccccc1)c1ccc(S(=O)(=O)N2CCCC2)cc1
 : 7.0, -7.2, 1.3, -1.2, -10.9, 1.1, -8.0, -1.3, 112.0
Cc1cc(NC(=O)CCC(=O)N(c2ccccc2)C(C(=O)NC2CCCC2)c2ccccc2F)no1 (stereo unspecified)
 : -2.0, -4.7, 0.6, -5.6, -0.8, 1.4, -8.5, -8.9, 96.0
Cc1nc2cc(NC(=O)c3ccc(S(=O)(=O)N(C)c4ccccc4)cc3)ccc2o1
 : -4.0, -13.3, 12.7, 44.7*, 8.2, 10.9, 9.9, 11.3, 83.0
CCOC(=O)C(CC)(CCC(=O)OC)c1csc(Nc2ccccc2O)n1 (stereo unspecified)
 : -4.0, -9.4, -0.9, -16.0, -5.3, -1.6, ., 6.2, 97.0
CCOC(=O)Cc1csc(NC(=O)/C=C/c2ccc(Cl)cc2)n1
 : 15.0, -7.8, 9.4, -4.0, ., 7.3, -6.0, 0.7, 112.0
COc1ccc2c(=O)c3c(=O)n(Cc4ccco4)c(-c4ccc(C)cc4)nc3oc2c1
 : -4.0, 8.4, -1.6, -2.2, 5.5, -1.5, -2.1, 0.1, 90.0
CCOC(=O)C1CCN(S(=O)(=O)c2cnc[nH]2)CC1
 : 5.0, -6.3, 0.7, 4.8, -4.4, 0.4, 0.8, 0.0, 107.0
Cc1ccnc(NC(=O)C2(c3cccs3)CCOCC2)c1
 : 0.0, -7.4, -1.2, 0.3, 7.0, -0.7, -3.2, 1.5, 107.0

Other compounds
Each structure is followed by: MEKK2mut PB1 HTS, OXTR potentiate, OXTR ag, GPR7 antagonist, NALP1 inh, V1R ag counter, GalR3 antagonist, M18AAP inhibitor, MEKK2wt PB1 HTS
c1cncc(-c2noc(C34CC5CC(CC(C5)C3)C4)n2)c1
 : 4.0, -4.2, -2.1, -18.6, 3.9, -0.3, -0.6, 3.8, 104.0
O=C(NC1CCCC1)C(c1ccc(F)cc1)N(C(=O)c1csnn1)c1ccccc1F (stereo unspecified)
 : 3.0, -19.8, -1.9, -5.4, 2.3, -0.7, -9.6, 0.5, 104.0
COc1ccc(C2c3ccc(O)cc3Oc3ncn4nc(-c5ccco5)nc4c32)cc1OC (stereo unspecified)
 : 0.0, -0.6, 2.6, 7.3, 30.6, 0.9, -2.7, -7.3, 98.0
O=C(Nc1cc(Cl)ccc1Cl)c1ccc(OC(=O)c2ccco2)cc1
 : 0.0, -1.4, -0.5, -6.9, 6.5, 0.8, -5.4, -11.2, 100.0
Cc1cc(=O)oc(C)c1C(=O)NCc1ccc(F)cc1
 : 7.0, 0.6, -1.2, -8.0, 28.8, -0.3, 2.8, -7.3, 115.0
CCN(c1ccc(NC(=O)CSCc2c(C)noc2C)cc1)C(C)C
 : ., -4.0, 0.9, ., ., 0.3, 1.7, ., .
Cn1cc([N+](=O)[O-])c(C(=O)Nc2ccc(C3CCCCC3)cc2)n1
 : -6.0, -12.6, 3.1, -9.6, 1.9, 0.3, -6.7, -9.6, 96.0
COc1cc(C(=O)OCC(=O)NC(=O)NC2CCCCC2)cc(Cl)c1OC
 : ., -5.7, -1.6, ., ., -0.6, -6.9, ., .
COc1ccc(C)cc1N(CC(=O)O)S(=O)(=O)c1ccc(C)cc1
 : 4.0, -1.9, -0.2, -12.0, 15.9, 0.9, -0.9, 0.5, 103.0
CC(=O)NS(=O)(=O)c1ccc(N=NN2CCCCCC2)cc1
 : -15.0, -8.9, 0.4, -13.0, -13.5, 0.1, -2.9, -17.6, 73.0

Additional results
Each structure is followed by: MEKK2mut PB1 HTS, OXTR potentiate, OXTR ag, GPR7 antagonist, NALP1 inh, V1R ag counter, GalR3 antagonist, M18AAP inhibitor, MEKK2wt PB1 HTS
O=C(Cc1ccccc1)Nc1ccc(NC(=O)c2ccc(Br)cc2)cc1
 : 7.0, -7.3, 0.6, 2.0, -18.0, 0.8, -2.0, -6.1, 108.0
CCc1ccc2nc(N3C(=O)c4oc5ccccc5c(=O)c4C3c3ccc(OC)c(OC)c3)sc2c1 (stereo unspecified)
 : -1.0, 1.0, 0.5, -16.1, 37.6, -0.3, ., -3.6, 98.0
Cc1ccc(Nc2nc3nonc3[nH]c2=O)cc1Cl
 : 1.0, -23.2, 0.5, 0.9, 6.0, 3.4, -0.7, 1.8, 100.0
Cc1cc(NC(=O)CSc2nnc(NC(=O)C3CC(=O)N(c4ccccc4C)C3)s2)no1 (stereo unspecified)
 : -1.0, -5.4, 1.0, -7.0, 24.4, -0.9, 3.8, 1.1, 103.0
Cc1ccccc1NC(=O)CSc1nnc(C)c2ccccc12
 : 0.0, -6.0, 0.7, -0.8, 24.5, 0.6, -5.6, 4.0, 101.0
CCCNS(=O)(=O)/C=C/c1ccccc1
 : 0.0, -7.0, -1.0, -8.8, 9.4, 0.8, -2.4, 4.1, 101.0
COc1ccccc1NC(=O)C1CCCN(S(=O)(=O)c2ccc(-n3cnnn3)cc2)C1 (stereo unspecified)
 : -3.0, -8.8, 6.4, 2.0, 21.6, 4.7, -8.2, -0.5, 97.0
CC1=C(c2ccc(C)cc2)[N+](=O)C(C)(C)N1[O-]
 : -8.0, -1.9, 0.2, -2.5, -7.7, -0.7, -3.8, 2.5, 97.0
O=C1c2ccc(Oc3ccc4c(c3)C(=O)N(CCCO)C4=O)cc2C(=O)N1CCCO
 : -5.0, -16.1, 7.9, -9.9, 25.7, 6.9, -2.7, 3.1, 93.0
Clc1ccc(COn2c(-c3ccc(Cl)cc3)nc3ccccc32)cc1
 : 2.0, -13.6, 0.8, -5.7, -9.1, 4.8, -8.5, -13.6, 111.0

Entries listed above that bear a hit mark in GPR7 antagonist.
Molecule,MEKK2mut PB1 HTS,OXTR potentiate,GPR7 antagonist,NALP1 inh,GalR3 antagonist,M18AAP inhibitor,MEKK2wt PB1 HTS
Cc1nc2cc(NC(=O)c3ccc(S(=O)(=O)N(C)c4ccccc4)cc3)ccc2o1,-4.0,-13.3,44.7*,8.2,9.9,11.3,83.0

(continued)
Each structure is followed by: MEKK2mut PB1 HTS, OXTR potentiate, OXTR ag, GPR7 antagonist, NALP1 inh, V1R ag counter, GalR3 antagonist, M18AAP inhibitor, MEKK2wt PB1 HTS
CCCOc1ccc(/C=C/C(=O)Nc2ccc([N+](=O)[O-])cc2C)cc1
 : 4.0, -8.0, -2.0, 5.2, 17.6, -0.9, 0.0, -1.9, 107.0
CCCCn1c(CN(C)Cc2ccccc2)nc2c1c(=O)n(C)c(=O)n2C
 : -2.0, -5.4, 1.7, -1.7, 23.1, 2.0, -5.0, -5.7, 97.0
CCOc1ccc(-n2c(Cc3cc(=O)[nH]c(=O)[nH]3)nnc2SCC(N)=O)cc1
 : 14.0, 2.7, 1.9, -5.2, -7.9, 0.2, -5.5, -1.7, 120.0
CN(C)c1ccc(CN(C(=O)/C=C/c2ccco2)C2CCS(=O)(=O)C2)cc1 (stereo unspecified)
 : -15.0, -6.4, 0.2, 1.8, 4.5, 1.3, 1.5, -8.1, 87.0
O=C1[C@H]2CCCC[C@H]2C(=O)N1CCCCN1CCN(c2nsc3ccccc23)CC1
 : 2.0, 0.3, 2.2, ., ., 3.3, ., ., 112.0
